Screening results: PubChem, several laboratories
HSP90 refold inh: HSP90 inhibitors, primary screen, cell lysate, luminescence | Heat shock protein HSP 90 (rabbit reticulocyte lysate; luciferase refolding) | Rabbit reticulocyte lysate, luciferase refolding luminescence, 3 h | inhibition, % at 5.6 µM | 290,000 compounds, 0.91% hits;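 active means inhibition above the screen-wide mean plus 3 SD, computed separately per campaign, cut at about 16% in these data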;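 further: 0% = DMSO wells and 100% = 60 µM geldanamycin wells; inhibitors lower the luminescence because luciferase stays unfolded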
IEC-6 cytotox: cytotoxicity in IEC-6 intestinal epithelial cells, primary screen, cytotoxicity control for KLF5 inhibitor project, cell-based, luminescence | IEC-6 cytotoxicity, luminescence viability | inhibition, % at 5 µM | 290,000 compounds, 0.78% hits | AID 1825, 2009; in the data active means inhibition above about 22%;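 further: 0% = plate median of test compound wells and 100% = cytotoxic reference compound wells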
GSK3 alpha inh: blockers of GSK3A enzyme activity – biochemical, luminescence, cell-free homogeneous, HTS, primary screen. Glycogen synthase kinase-3 alpha (Homo sapiens), P49840. GSK-3 alpha kinase, ADP-Glo luminescence, 60 min. inhibition, % at 10 µM. 320,000 compounds, 0.1% hits. AID 2650, 2010;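 in the data active means inhibition above about 50%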;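 further: GST-tagged GSK-3 alpha with peptide substrate and 25 µM ATP; 0% = DMSO neutral wells and 100% = GW8510 positive control wells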
Target sequence (P49840 whole entry, looked up): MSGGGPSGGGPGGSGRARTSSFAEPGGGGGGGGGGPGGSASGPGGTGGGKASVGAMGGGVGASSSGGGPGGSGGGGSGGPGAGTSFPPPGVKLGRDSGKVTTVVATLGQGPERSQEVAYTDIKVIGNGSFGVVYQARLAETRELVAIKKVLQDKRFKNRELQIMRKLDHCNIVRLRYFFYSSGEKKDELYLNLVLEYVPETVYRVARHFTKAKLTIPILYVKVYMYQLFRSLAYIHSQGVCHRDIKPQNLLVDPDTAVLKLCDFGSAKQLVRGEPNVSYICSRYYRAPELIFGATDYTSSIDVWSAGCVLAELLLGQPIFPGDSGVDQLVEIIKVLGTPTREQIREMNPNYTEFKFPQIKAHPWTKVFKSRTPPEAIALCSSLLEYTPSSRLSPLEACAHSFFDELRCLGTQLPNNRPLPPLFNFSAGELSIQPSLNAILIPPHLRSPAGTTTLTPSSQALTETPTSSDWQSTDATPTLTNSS
aSyn UTR inh: MLPCN primary screen, SNCA 5' untranslated region; 300,000 compounds, 0.82% hits; inhibition, % (tested at 7.5 µM); alpha-synuclein 5'UTR reporter, inhibitor activity; AID 1813, 2009; in the data active means inhibition above about 60%; inconclusive means no clear call, values can overlap the other calls;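 further: H4 neuroglioblastoma cells stably carrying SNCA 5'UTR luciferase fusion; 0% = DMSO wells and 100% = positive control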
AI-2 QS modul: Vibrio harveyi AI-2 quorum sensing modulators, primary screen, JMH597 strain, luminescence/OD600 ratio | Vibrio harveyi JMH597 AI-2 luminescence/OD600 ratio, 9 h; stronger effect = lower value; strain lacks LuxN and CqsS sensors; 0 = neutral-control median | activity change, % at 7.5 µM | AID 2094, 2009 | 300,000 compounds, 0.4% hits; in the data active means activity change below about -75%, passing the limit was not always enough; inconclusive means no clear call, values can overlap the other calls;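 further: luminescence divided by OD600 gain over 9 h not by final OD600 alone; inactives centre near 13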
GSK3beta inhib: human GSK3beta kinase inhibitors, primary screen, biochemical, cell-free homogeneous, HTS | Glycogen synthase kinase-3 beta (Homo sapiens), P49841 | GST-GSK3beta kinase, ADP-Glo luminescence, 60 min; stronger effect = lower value | activity score (negative = inhibition), % at 10 µM | 300,000 compounds, 0.038% hits | AID 2097, 2009;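 active means more than half of replicate wells score below -50%, meaning over 50% inhibition versus plate controls; inconclusive means some replicates but at most half score below -50%; inactive means no replicate scores below -50%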;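 further: 0% = median DMSO wells and -100% = median GW8510 positive control wells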
Target sequence (P49841 whole entry, looked up): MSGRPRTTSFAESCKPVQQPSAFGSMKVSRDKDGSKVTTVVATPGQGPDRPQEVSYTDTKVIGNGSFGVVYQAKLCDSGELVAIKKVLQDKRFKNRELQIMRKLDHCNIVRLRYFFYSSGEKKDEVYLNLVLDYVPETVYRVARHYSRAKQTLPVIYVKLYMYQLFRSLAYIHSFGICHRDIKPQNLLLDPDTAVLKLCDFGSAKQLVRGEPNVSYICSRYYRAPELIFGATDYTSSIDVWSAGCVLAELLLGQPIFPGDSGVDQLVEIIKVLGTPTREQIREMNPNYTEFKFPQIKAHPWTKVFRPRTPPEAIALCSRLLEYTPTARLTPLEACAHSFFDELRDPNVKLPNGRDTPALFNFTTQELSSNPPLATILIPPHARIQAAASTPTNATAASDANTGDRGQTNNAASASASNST
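Test system: GST-fused GSK3beta enzyme, cell-free | Quantity: 1.6 ng GST-GSK3beta enzyme per well | Reagent: 25 µM ATP with peptide substrate | Schedule: 60 min enzyme reaction, room temperature | Signal: Luminescent ADP-Glo measurement of ADP formed | Read-out basis: Score relative to plate controls | Control set: DMSO and 20 µM GW8510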
HSF1 inhib: HSF1 inhibitors in luciferase reporter cells, primary screen, cell-based, NIH3T3, luminescence. NIH3T3-HGL HSE-luciferase, MG132-induced, luminescence 8 h; stronger effect = lower value. activity change, negative = inhibition, % at 7.5 µM (by protocol). 300,000 compounds, 0.77% hits;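 active means more than half of replicate wells show activity change below -50%, luminescence cut by over half; inconclusive means some wells, but at most half, below -50%; inactive means no replicate well below -50%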;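 further: luciferase reports HSF-1 transcriptional activity via heat shock element; 0% = median of DMSO wells and -100% = zero luminescence signal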
PolyA inhibitor: polyadenylation inhibitors in yeast reporter cells, primary screen, luminescence, S. cerevisiae | S. cerevisiae SKY197-pL101 polyadenylation reporter, beta-gal luminescence; efflux-impaired pdr1/pdr3 knockout yeast; score 100 = 6 SD above DMSO | calls only at 12 µM | 300,000 compounds, 0.02% hits | AID 1875, 2009;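 active means lowest replicate activity score at least 50, where 100 means six control SD above control mean; inconclusive means lowest score under 50 but half or more replicates reach 50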;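 further: yeast exposed to compound for 9 h at 30 °C; higher score means more reporter readthrough which indicates perturbed polyadenylation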
KLF5 inh: KLF5 expression inhibitors, primary screen, DLD-1 cells, luminescence. 290,000 compounds, 0.23% hits. DLD-1 KLF5 promoter-luciferase reporter. inhibition, % at 5 µM. AID 1700, 2009;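 active means inhibition above a per-plate limit of that plate's mean compound inhibition plus 3 SD, cut at about 60% in these data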;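 further: 0% = DMSO wells and 100% = LY294002 at 200 µM; higher means less KLF5 promoter-driven luciferase light; inactives centre near -14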
HSF1 activator: HSF-1 activators, primary screen, NIH3T3-HGL cells, MG132 stress, luminescence, single point. NIH3T3-HGL HSF-1 luciferase reporter, 8 h; 100% = twice DMSO control signal. activation, % at 9 µM. 300,000 compounds, 1.7% hits;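 active means mean replicate activation of at least 50% with a set share of replicates each reaching 50%; inconclusive means only one of those two conditions met; inactive means mean below 50% and too few replicates reaching it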;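 further: 0% = median of the neutral control wells and 100% = twice that signal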
* = called active by the depositor; i = inactive; ? = inconclusive; . = no result given. Not all compounds are listed; the hit share may differ from the screen's.

SMILES	HSP90 refold inh	IEC-6 cytotox	GSK3 alpha inh	aSyn UTR inh	AI-2 QS modul	GSK3beta inhib	HSF1 inhib	PolyA inhibitor	KLF5 inh	HSF1 activator
COc1ccc2[nH]c(=O)c(-c3nnn(-c4ccccc4)n3)cc2c1	12	0	6	-52	7	1	12	i	5	13
O=C(O)CCN1C(=O)c2ccc(Oc3ccc([N+](=O)[O-])cc3)cc2C1=O	1	-6	1	15	34	-6	1	i	-16	0
c1ccc(-c2nc(NCc3cccnc3)c3oc4ccccc4c3n2)cc1	3	-2	1	-18	92	1	55	i	-32	76*
Cc1ccc(N(CC(=O)NCCc2ccc(Cl)cc2)S(=O)(=O)c2c(C)noc2C)cc1	6	0	-1	7	19	5	7	i	-27	39
CC(=O)N1CCN(c2ccc(Nc3nc(C)nc4c3oc3ccccc34)cc2)CC1	.	.	0	-3	7	3	-4	i	.	-5
CN(Cc1ccccc1)C(=O)CSc1n[nH]c(N)n1	0	8	-3	11	-10	-1	10	i	0	20
O=C1CC(N2CCN(C/C=C/c3ccccc3)CC2)C(=O)N1CCc1ccccc1 (stereo unspecified)	-3	-3	1	32	15	1	-5	i	-35	-7
COc1cccc(N=Cc2nc(-c3ccccc3)oc2OC(C)=O)c1	0	4	2	-19	-1	3	-2	i	-34	13
CCN1CCN(Cc2c(O)ccc3c2O/C(=C\c2ccc(C)cc2)C3=O)CC1	-1	6	21	16	16	0	6	i	1	19
CCN(CC)c1nc(N)nc(N(c2ccccc2)c2ccccc2)n1	-2	-2	-3	6	-2	2	3	i	-26	10
O=C(Nc1cccc(C(F)(F)F)c1)c1cccc(NS(=O)(=O)c2ccc(Br)c(C(=O)O)c2)c1	2	-1	-1	4	11	3	-5	i	9	-6
CCC(Oc1ccccc1F)C(=O)Nc1ccc2c(c1)n(C)c(=O)n2C (stereo unspecified)	7	3	-2	19	18	0	7	i	-43	8
O=C(c1nn2c(C(F)(F)F)cc(-c3cccs3)nc2c1Br)N1CCCc2ccccc21	-4	0	-3	82*	18	-2	0	i	-16	-2
Cc1cc(C)c2c(CN3CCN(C)CC3)cc(=O)oc2c1	1	2	2	2	31	1	-1	i	-1	1
Cc1ccccc1C(=O)NCCc1nnc(SCC(=O)Nc2nc(-c3ccccc3)cs2)n1C	-3	-7	1	1	14	0	14	i	6	25
CCOC(=O)N1CCN(S(=O)(=O)c2ccc(OC)c(Cl)c2Cl)CC1	-1	1	-1	-20	4	-1	2	i	18	0
Cc1noc(NC(=O)c2ccc(Cl)cc2)c1Cl	-3	-7	-2	-70	13	1	8	i	-9	2
O=[N+]([O-])c1cccc(-c2nc(NCc3ccccc3)c3ccccc3n2)c1	2	4	0	3	20	4	11	i	-15	9
Cc1ccc(C2OC(=O)C=C2c2ccccc2)cc1 (stereo unspecified)	.	.	1	0	6	2	1	i	.	-15
CC1CN(C(=O)/C=C/c2ccccc2[N+](=O)[O-])CC(C)O1 (stereo unspecified)	0	-6	-2	8	31	1	0	i	16	-4
CC(C)(C)OC(=O)NCCCC[C@H](NC(=O)c1nc[nH]c1C(=O)N1CCN(C(=O)OC(C)(C)C)CC1)C(=O)OC(C)(C)C	4	9	-1	2	9	1	0	i	-6	-2
CCOc1ccc(C(CC(=O)O)NC(=O)c2ccco2)cc1 (stereo unspecified)	8	1	-3	4	25	1	-15	i	-4	-22
COc1ccc(S(=O)(=O)N2CCC(C(=O)N3CCc4ccccc4C3)CC2)cc1	1	2	-4	-6	16	-4	-3	i	-22	-9
COc1ccccc1N(C)S(=O)(=O)c1ccc(C(=O)N2CCCC(C(F)(F)F)C2)cc1 (stereo unspecified)	.	.	-2	-8	-1	2	-10	i	.	-31
Cc1ccccc1C(=O)N1CCC(C(=O)Nc2ccc(C(C)C)cc2)CC1	3	6	-3	10	-4	1	-3	i	-22	-14
CCn1c(CNC(=O)C23CC4CC(CC(C4)C2)C3)nnc1SCC(=O)Nc1nnc(C)s1	-2	5	-3	-13	16	-4	-6	i	-18	-8
CCCN(CCC)CC(O)COc1ccc2c(c1)OCO2 (stereo unspecified)	-2	2	-3	15	7	2	-4	i	-1	-1
Fc1ccc(N2CCN(c3nc(-c4ccco4)cc(C(F)(F)F)n3)CC2)cc1	-3	-3	0	-23	23	-2	3	i	-1	6
COc1cccc(CNC(=O)Cn2cccc2C(=O)c2ccccc2C)c1	-2	5	1	-30	10	-2	10	i	-14	1
COc1cc(CN2CCCC(C(=O)c3ccc4c5c(cccc35)CC4)C2)cc(OC)c1O (stereo unspecified)	1	4	0	0	24	0	18	i	-8	40
COc1ccc(-n2nnnc2-c2ccccc2)cc1	2	52*	2	19	29	1	3	i	38	-2
O=c1c(/C=C(\O)c2ccccc2)nc2ccccc2n1-c1ccccc1	0	-2	-1	-127	18	3	0	i	-29	18
O=c1[nH]c(/C(Cl)=C/c2cc(Cl)ccc2O)nc2cc(Cl)ccc12	-4	0	.	-90	3	-3	26	i	-3	32
C#CCN(Cc1ccco1)C(=O)c1ccc(OC2CCN(Cc3ccccn3)CC2)cc1	-7	-2	-2	-12	22	0	-6	i	-29	-8
CCCNC(=O)C1CCN(c2nc(C)cc(C)n2)CC1	0	3	-1	15	18	-2	2	i	-33	-11
CC1=CC=CN2C1=NC(=O)CC2(C)C(=O)N(CC(=O)NC1CCCC1)Cc1ccccc1 (stereo unspecified)	-3	5	-2	11	21	-2	-7	i	3	-17
COc1ccc(C2CC(c3ccccc3O)=NN2C(=O)c2ccccc2)cc1OC (stereo unspecified)	1	-7	-3	-4	11	7	-5	i	-17	10
Cc1ccc(C2NNC(=O)C2NC(=O)c2ccccc2)cc1 (stereo unspecified)	2	-7	-1	-111	-1	-1	35	i	-78	65*
COc1cc(/C=N/NC(=O)c2cccc(S(=O)(=O)N3CCOCC3)c2)cc(OC)c1O	2	-3	-4	-1	4	-1	-8	i	2	-6
Cc1cc(Cl)ccc1OCC(=O)OC(C)C(=O)NC(N)=O (stereo unspecified)	2	6	-2	11	20	-3	11	i	8	11
O=C(Cc1n[nH]c(=O)[nH]c1=O)N/N=C/c1c(O)ccc2ccccc12	-5	0	-4	3	6	-1	-4	i	-19	-9
Cc1ccc(S(=O)(=O)N(Cc2cccc(C(F)(F)F)c2)C(=O)N2CCN(C)CC2)cc1	.	.	4	0	-1	-2	4	i	.	-4
COc1ccc(COC(=O)C2CCN(S(=O)(=O)c3ccc(Cl)cc3)CC2)cc1	.	.	-1	-7	32	4	1	i	.	-1
Cc1ccc(Cn2ncc3c(N4CCN(c5ccc(C)cc5)CC4)ncnc32)cc1	1	2	-1	30	24	0	28	i	-15	38
Cc1cc(Cl)ccc1NC(=O)NC1CCN(S(=O)(=O)c2ccc(F)cc2)CC1	2	-4	-1	33	1	1	-6	i	-9	-7
COc1ccc(C(=O)NC2CC2)cc1OC1CCN(C(C)CSC)CC1 (stereo unspecified)	-5	2	-2	6	-5	-1	-6	i	-25	3
O=C(CSCc1cccc(CSCC(=O)Nc2ccc3ccccc3c2)n1)Nc1ccc2ccccc2c1	12	-4	.	14	18	-2	13	i	-15	19
C/C(=N\NC(=O)C1CCCC1)c1ccc(C(C)C)cc1	0	4	0	-45	23	-1	-3	i	-37	1
CCc1c(C)nc(SCC(=O)N2CCc3ccccc32)[nH]c1=O	-6	-5	.	21	12	4	6	i	-24	-16
CCOC(=O)Cc1csc(NC(=O)Cc2ccc(Br)cc2)n1	7	5	-3	18	14	4	6	i	-4	23
Cc1n[nH]c(C)c1N1C(=O)c2cccc3c(Br)ccc(c23)C1=O	0	-3	2	-12	38	4	18	i	-15	27
O=C(O)c1ccccc1NS(=O)(=O)c1ccccc1C(F)(F)F	-2	2	-3	13	9	5	3	i	-37	3
CC(C)=C1C2CCC1C1C(=O)N(c3ccc4c(c3)OCO4)C(=O)C21 (stereo unspecified)	1	1	-2	-10	5	-4	-3	i	-28	-20
CCOC(=O)N1CCN(Cc2nc(N)nc(Nc3ccc(Oc4ccccc4)cc3)n2)CC1	0	4	-2	.	.	.	.	.	-17	.
CC(C)Oc1ccc(C(=O)Nc2ccc3c(c2)n(C)c(=O)n3C)cc1	-2	2	-5	-16	10	-5	5	i	-27	15
COc1ccccc1NS(=O)(=O)c1cc(-c2cc(C)no2)ccc1OC	-4	3	2	10	-1	-1	4	i	-8	-4
CC(C)CCSc1nc2c(c(=O)[nH]c(=O)n2C)n1CCCc1ccccc1	0	-10	-1	17	12	-2	-2	i	-20	10
Cc1cc(/C(N)=N/OC(=O)Nc2ccc(Cl)cc2)no1	-2	-2	0	-92	7	1	16	i	-20	31
COc1cc(OC)c(C(=O)Nc2cccnc2)cc1OC	-4	-1	-3	-9	35	1	0	i	-41	7
C/C(=N\NC(=O)CCC(=O)Nc1ccc(C)c(C)c1)c1cccs1	-3	0	0	-4	19	-2	-3	i	3	6
Later entries.
SMILES	HSP90 refold inh	IEC-6 cytotox	GSK3 alpha inh	aSyn UTR inh	AI-2 QS modul	GSK3beta inhib	HSF1 inhib	PolyA inhibitor	KLF5 inh	HSF1 activator
CCc1ccc(CNC(=O)CCC(=O)N2Cc3cccc(OC)c3Oc3ncccc32)cc1	-4	-5	-2	-14	10	1	-3	i	-11	7
Cc1cc(C)c2ccc(C)[n+]([O-])c2c1O	-1	0	-1	4	9	-4	17	i	-37	39
Cc1ccnc(SCc2ccc(C(=O)O)cc2)n1	-2	-1	1	20	.	.	-12	i	-7	-6
O=C(CCN1C(=O)/C(=C/c2ccccc2)SC1=S)NC1CCS(=O)(=O)C1 (stereo unspecified)	-5	-11	-1	24	6	2	1	i	-6	10
O=C(NC(=O)c1ccc(F)cc1F)Nc1ccc(Cl)cc1	1	-1	-1	-159	.	5	21	i	-18	45
N#Cc1cccc(NC(=O)COc2ccc(-n3ccnc3)cc2)c1	3	3	3	17	20	3	-14	i	-14	-8
C=CCN1C(=O)C2(OCCCO2)c2cc(Cl)ccc21	-3	0	2	13	10	-2	-5	i	-20	2
Cc1nc2cc(-c3ccccc3)nn2c(C)c1CCC(=O)N1CCN(c2ccccc2)CC1	0	3	-2	?	18	0	-15	i	-11	5
